AT treatment: potential ataxia-telangiectasia treatments restoring KAP-1 phosphorylation | […] A-T fibroblasts, KAP-1 phosphorylation AlphaLISA; neocarzinostatin DNA damage 30 min before lysis | hit rate 0.19% among 320,000 | Potency, µM (titrated, usually from 57.5 µM), for the others: at the highest dose activation, hits mostly activators | AID 485349; also: potency is read from the fitted curve at half-maximal effect; % of control where 0% means no effect; nearly all actives have a fitted effect of over 45% in size
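hTERT-immortalized A-T patient fibroblasts ([…]), 500 cells/well in OPTI-MEM, 1% FBS, got compounds for 60 min, then NCS for 30 min at 37C. Lysates were then assayed for phospho-KAP-1 by AlphaLISA (anti-pKAP1 donor, anti-KAP1 acceptor beads), 6 hr at 25C.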
FBPA coupling cs: inhibits coupling enzyme system, counter-screen for aldolase hits. activity change, negative = inhibition, % at 58.2 µM, hits read low. coupling enzyme system counterscreen, AmpLite Red fluorescence. hit rate 0.67% among 290,000; in the data active = activity change below about -30%; also: % is scaled to controls: 0 for no effect and ±100 for the full control effect
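Activity here indicates interference with the coupling reaction, not aldolase inhibition. Compounds at 57.5 uM final met coupling enzymes for 10 min at RT; substrate and AmpLite Red detection followed, with a 525/598 nm fluorescence read after 20 min.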
GALK inhibitor: blocks human galactokinase activity | P51570 | Purified GALK, Kinase-Glo residual ATP luminescence | Potency, µM (top dose mostly 57.5 µM), inactives show top-dose activity change, negative = inhibition, usual class: inhibitors | hit rate 0.007% among 270,000; also: potency is read from the fitted curve at half-maximal effect; % is scaled to controls: 0 for no effect and ±100 for the full control effect
Target sequence (P51570 whole entry, looked up): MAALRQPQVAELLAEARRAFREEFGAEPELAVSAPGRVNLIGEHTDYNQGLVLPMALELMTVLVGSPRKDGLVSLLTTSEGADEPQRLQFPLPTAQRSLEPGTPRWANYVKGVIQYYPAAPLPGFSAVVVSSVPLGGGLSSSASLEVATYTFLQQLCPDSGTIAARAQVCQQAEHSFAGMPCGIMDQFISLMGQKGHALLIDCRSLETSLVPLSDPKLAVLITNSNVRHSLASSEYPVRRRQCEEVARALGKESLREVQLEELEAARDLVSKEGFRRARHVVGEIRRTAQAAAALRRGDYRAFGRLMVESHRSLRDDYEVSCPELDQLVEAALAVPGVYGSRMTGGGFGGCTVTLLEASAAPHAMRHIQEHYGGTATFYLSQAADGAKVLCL
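5 nM enzyme, 35 uM ATP, 100 uM galactose, 20 mM HEPES pH8.0, 5 mM MgCl2; 1 h RT; residual ATP by Kinase-Glo Plus luminescence, qHTS format.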
KCNH2 3.1 block: KCNH2 3.1 (human) potassium channel inhibition; U2OS KCNH2 3.1, thallium flux FluxOr; stronger effect = lower value; activity change, % (tested at about 1.8 µM); hit rate 0.95% among 340,000;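 active = maximum activity change below -70%; inconclusive = maximum activity change from -70% to -50%; inactive = maximum activity change above -50%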;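 also: thallium influx rate constant from kinetic fluorescence after stimulation buffer; % is scaled to controls: 0 for no effect and ±100 for the full control effect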
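U2OS cells transduced with KCNH2 3.1 mutant virus (1.77 x 10^8 /mL, 4 h), plated overnight at 37 C, loaded 45 min with FluxOr dye plus Red40 quencher. Thallium flux rate constant from kinetic reads after stimulation buffer, normalised to controls.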
TRPV1 agonist: human TRPV1 agonism. hit rate 0.19% among 320,000. activation, % at 8.33 µM. Q8NER1. TRPV1-expressing cells, Fluo-8 calcium influx, agonist mode; in the data active = activation above about 80%; inconclusive = between about 30% and that limit; also: 0% is about no effect
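TRPV1-expressing cells were cultured overnight at 35.5C and loaded with Fluo-8 calcium dye for 40 to 90 min at room temperature. After a 10 s baseline, compound was added and calcium influx was read kinetically for 3 min (ex 480/em 520 nm).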
CXXC DNA block: blocks binding of human MLL CXXC domain to DNA | AID 2662 | MLL-CXXC / FITC-HOXA9 DNA fluorescence polarization | hit rate 0.037% among 290,000 | Potency, µM (titrated, usually from 115 µM), inactives show at the top dose activity change, negative = inhibition, usual class: inhibitors; active = well fitted inhibition curve with a large enough effect in the polarisation, with a control signal flat, not every such curve was filed as active; inconclusive = small, poorly fitted or top-dose-only effect, or effect the other way, or a change in a side signal; inactive = no such curve, though single readings can be large or run the other way; the % refers to the polarisation; also: potency is read from the fitted curve at half-maximal effect
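Steps: dispense CXXC domain solution (7 uM) → pin compounds or unlabeled HOX-A9 DNA control → 5 min ambient → add FLSN-HOX-A9 solution (50 nM) → spin → 30 min ambient → fluorescence polarization. Tris pH 7.5/NaCl/DTT/BSA buffer.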
MBNL1-CUG inh: inhibitors of human MBNL1 binding to CUG repeat RNA; Potency, µM (titrated, usually from 57.5 µM), for inactives: at the highest dose activity change, negative = inhibition, hits mostly inhibitors; hit rate 0.036% among 280,000; TR-FRET MBNL1-His/biotin-(CUG)12 binding, 665/545 ratio; Q9NR56; active = well fitted inhibition curve with a large enough effect in the signal ratio, with a control signal flat, not every such curve was filed as active; inconclusive = small, poorly fitted or top-dose-only effect, or effect the other way, or a change in a side signal; inactive = no such curve, though single readings can be large or run the other way; the % refers to the signal ratio; also: potency is read from the fitted curve at half-maximal effect; % is scaled to controls: 0 for no effect and ±100 for the full control effect
Target sequence (Q9NR56 whole entry, looked up): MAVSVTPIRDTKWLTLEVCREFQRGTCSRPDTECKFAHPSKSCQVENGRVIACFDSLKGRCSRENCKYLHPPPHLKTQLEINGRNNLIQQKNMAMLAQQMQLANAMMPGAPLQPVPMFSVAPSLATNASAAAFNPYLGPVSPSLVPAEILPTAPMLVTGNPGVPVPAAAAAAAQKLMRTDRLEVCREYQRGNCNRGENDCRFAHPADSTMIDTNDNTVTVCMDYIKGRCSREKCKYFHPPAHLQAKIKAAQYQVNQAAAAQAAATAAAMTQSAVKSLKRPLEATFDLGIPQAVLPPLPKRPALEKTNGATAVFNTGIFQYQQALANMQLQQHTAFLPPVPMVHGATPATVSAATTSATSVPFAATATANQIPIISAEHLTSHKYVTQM
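TR-FRET readout: Ex 340 nm, 665/545 nm emission ratio, normalized to buffer-only (basal) and MBNL1-(CUG)12 controls. Complex of MBNL1-His with Biotin-(CUG)12, compounds 92 nM–58 uM, incubated 60 min at room temperature.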
KCNH2 WT inh: inhibitors of human wildtype KCNH2 potassium channel; hit rate 0.37% among 340,000; U2OS, BacMam KCNH2, thallium flux FluxOr; stronger effect = lower value; activity change, % at 1.84 µM; AID 720551;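 active = maximum activity change below -70%; inconclusive = maximum activity change between -70% and -50%; inactive = maximum activity change above -50%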; also: % is scaled to controls: 0 for no effect and ±100 for the full control effect
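U2OS cells transduced with wild-type KCNH2 virus are loaded with FluxOr dye for 45 min, and thallium flux is measured in kinetic reads before and after stimulation buffer. Rate constants are normalized to DMSO controls.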
S-ASM inh: blocks human secretory acid sphingomyelinase; P17405; placental ASM, HMU-PC fluorogenic substrate, 60 min; Potency, µM (titrated, usually from 57.5 µM), without a hit: at the top dose activity change, negative = inhibition, actives largely listed as inhibitors; hit rate 0.006% among 340,000; also: potency is read from the fitted curve at half-maximal effect
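Steps: dispense placental human ASM, pin compound, wait 10 min at room temperature, add HMU-PC0 substrate at 9 uM final, incubate 60 min at 37 °C, add stop solution raising pH to 10, read fluorescence.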
Integrin act MD: activates integrin-mediated alleviation for muscular dystrophy; Potency, µM (highest dose often 38.3 µM), without a hit: at the highest dose activation, usual class: activators; alpha7betagal myoblasts, beta-gal FDG fluorescence, 48 h; AID 624291; hit rate 0.064% among 350,000;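 also: potency is read from the fitted curve at half-maximal effect; 100% = response of the positive control SU9516; nearly all actives have a fitted effect of over 60% in size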
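Alpha7betagal+/- myoblasts (passage 13) were plated 16-24 hr, then exposed to compounds (1:260 dilution of DMSO stock) for 48 hours at 37C. After MPER lysis, β-galactosidase reporter activity was read as FDG fluorescence (ex 480/em 540) after 30 minutes.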
* marks the source's active call; other numbers are inactive results; ? = inconclusive; nt = not tested or not shown; & = joins results of further samples; [ ] = another dose, or the depositor's remark. Unless noted, calls follow the shape of the dose curve; as a rule, active = well fitted curve in the direction sought with a large enough effect; inconclusive = small, poorly fitted or top-dose-only effect, or another doubt; inactive = no such curve, though single readings can be large; an effect the other way counts as inactive or inconclusive. Rows were taken by chance (roughly 2% active in at least one column).

Sample of the layout (5 entries):
SMILES | AT treatment | FBPA coupling cs | GALK inhibitor | KCNH2 3.1 block | TRPV1 agonist | CXXC DNA block | MBNL1-CUG inh | KCNH2 WT inh | S-ASM inh | Integrin act MD
Cc1cc(C)cc(NC(=O)c2ccc3c(c2)CCN3S(C)(=O)=O)c1 | 2% | 0 | 1% | 4 | ? | 16% | 1% | nt | -6% | 25%
COc1ccc(Nc2c(-c3ccc(OC)cc3)nc3cnccn23)cc1 | 0% | -1 | -2% | 0 | 3 | 11% | nt | 1 | -8% | -29%
COc1ccccc1CC(=O)Nc1cc(C)ccn1 | -22% | 0 | -5% | 37 | 0 | 0% | -11% | 0 | 8% | 3%
O=C(Cn1cc(S(=O)(=O)Cc2ccccc2)c2ccccc21)Nc1ccccc1 | 0% | -4 | -2% | 2 | -8 | 1% | nt | 2 | 0% | 24%
O=C(N/N=C/c1ccc(Cl)cc1Cl)C(=O)NC1CC1 | 2% | 2 | -1% | 4 | -3 | 6% | 1% | -15 | 1% | -6%

The listing, from the first entry:
SMILES | AT treatment | FBPA coupling cs | GALK inhibitor | KCNH2 3.1 block | TRPV1 agonist | CXXC DNA block | MBNL1-CUG inh | KCNH2 WT inh | S-ASM inh | Integrin act MD
Cc1cc(C)cc(NC(=O)c2ccc3c(c2)CCN3S(C)(=O)=O)c1 | 2% | 0 | 1% | 4 | ? | 16% | 1% | nt | -6% | 25%
COc1ccc(Nc2c(-c3ccc(OC)cc3)nc3cnccn23)cc1 | 0% | -1 | -2% | 0 | 3 | 11% | nt | 1 | -8% | -29%
COc1ccccc1CC(=O)Nc1cc(C)ccn1 | -22% | 0 | -5% | 37 | 0 | 0% | -11% | 0 | 8% | 3%
O=C(Cn1cc(S(=O)(=O)Cc2ccccc2)c2ccccc21)Nc1ccccc1 | 0% | -4 | -2% | 2 | -8 | 1% | nt | 2 | 0% | 24%
O=C(N/N=C/c1ccc(Cl)cc1Cl)C(=O)NC1CC1 | 2% | 2 | -1% | 4 | -3 | 6% | 1% | -15 | 1% | -6%
O=C(N=C1N=C2C=CC=CN2Cc2ccccc21)c1ccc(S(=O)(=O)N2CCOCC2)cc1 | 12% | 3 | 7% | 14 | ? | 2% | -7% | -13 | -1% | -19%
CC(C)(C)c1ccc(-c2nnc(NC(=O)c3ccccc3)s2)cc1 | -7% | -1 | -1% | -12 | 1 | 9% | 6% | 3 | -16% | -9%
COCCN1C(=O)N[C@H](c2cccc(C(F)(F)F)c2)C(C(=O)OC)=C1C | 10% | 0&3 | nt | nt | 13 | 2% | -10% | nt | nt | nt
COc1ccccc1NS(=O)(=O)c1cc(NC(=O)C(C)(C)C)ccc1N1CCOCC1 | -4% | nt | nt | 0 | 1 | nt | nt | 8 | -4% | 21%
O=C(Cn1nnc(-c2ccc(F)cc2)n1)OCC(=O)c1ccccc1 | ? | 2 | 12% | -5 | 8 | -3% | -2% | -5 | -2% | -26%
C[C@H](CO)N1C[C@H](C)[C@@H](CN(C)C(=O)Nc2ccc(C(F)(F)F)cc2)Oc2ccc(NS(=O)(=O)c3cccs3)cc2C1=O | -5% | nt | nt | 8 | nt | nt | nt | 29 | -19% | 19%
O=c1[nH]c(SCc2cccc(Cl)c2)nc2[nH]ncc12 | 0% | 1 | 4% | -2 | -2 | -3% | 7% | -4 | -3% | -14%
CC(=O)Nc1ccc(S(=O)(=O)NCCc2c[nH]c3ccc(C)cc23)cc1 | -10% | 3 | 1% | 1 | 0 | -5% | 2% | -1 | -2% | 28%
Fc1ccc2nc(Nc3nc4cc5c(cc4s3)OCO5)sc2c1 | 1% | -5 | 0% | -3 | -2 | -22% | 18% | 0 | 131%[activator] | -19%
CCc1c(C)nc2ncnn2c1N1CCCC(C(=O)NCCc2ccc(OC)cc2)C1 (stereo not given) | 6% | 2 | 10% | 9 | -4 | -9% | -6% | 10 | 87% | -7%[7.66 µM]
COc1ccc([N+](=O)[O-])cc1N1C(=O)c2cccnc2C1=O | 27% | -2 | -6% | 22 | -2 | -14% | ? | 3 | 0% | -11%
Nc1c(C(=O)Nc2ccc3c(c2)OCCO3)nnn1Cc1ccc(Br)cc1 | 5% | nt | nt | 29 | 5 | nt | nt | 7 | 2% | -13%
CCNc1nc(NCc2ccccc2)nc(SCC(=O)Nc2ccccc2)n1 | 1% | 0 | -1% | -10 | 1 | 12% | -7% | 1 | -3% | 6%
CN(C)S(=O)(=O)N1CCN(C(=O)c2ccccc2)CC1 | nt | 1 | -1% | 3 | 3 | 1% | -1% | 1 | 0% | -8%
Cc1cccc(C(=O)N2[C@@H](C(C)C)COc3cc(Br)ccc3S2(=O)=O)c1 | nt | nt | nt | -15 | nt | nt | nt | 3 | -1% | 0%
CCn1c(SCC(=O)NCCOC)nc2sc3c(c2c1=O)CCCC3 | 12% | 0 | 4% | -1 | 24 | -1% | 10% | 4 | 2% | -26%
CCCC(=O)NC(Nc1cccc(C(F)(F)F)c1)C(Cl)(Cl)Cl (stereo not given) | -4% | 3 | -3% | -13 | nt | -10% | -8% | -12 | -1% | 6%
Cc1cc(C)c(O)c(-c2cc(C(=O)NCCc3ccc(S(N)(=O)=O)cc3)[nH]n2)c1 | -8% | -1 | nt | 4 | 3 | -1% | 4% | -4 | -17% | 1%
O=S(=O)(Nc1ccc(O)c(Sc2nc3ccccc3s2)c1)c1cccc2ccccc12 | 4% | -4 | -1% | -5 | -4 | 1% | -14% | 14 | -17% | -17%
CC(C(=O)Nc1nccs1)N1C(=O)C2CC=CCC2C1=O (stereo not given) | 3% | -2 | -3% | 20 | 2 | -7% | 1% | 0 | 4% | 1%

The list goes on.
SMILES | AT treatment | FBPA coupling cs | GALK inhibitor | KCNH2 3.1 block | TRPV1 agonist | CXXC DNA block | MBNL1-CUG inh | KCNH2 WT inh | S-ASM inh | Integrin act MD
Fc1ccc(NC(=S)NC2CC3CCCC(C2)N3Cc2cccs2)cc1 (stereo not given) | 3% | -4 | -2% | -21 | ? | 8% | -9% | 12 | 6% | -4%
Cc1ccc(C(=O)Nc2ccncc2)cc1S(=O)(=O)N1CCOCC1 | 0% | nt | 4% | 12 | 25 | 13% | -6% | 6 | nt | 30%
CN(C(=O)c1cc(COc2ccc(F)cc2Cl)on1)C1CCCc2ccccc21 (stereo not given) | 10% | nt | 6% | 3 | 29 | 9% | 1% | -4 | -3% | 1%
CCOC(=O)N1CCN(C(=O)c2cc3c(s2)-c2ccc(Cl)cc2S(=O)(=O)C3)CC1 | 12% | 1 | -2% | -16 | -5 | ? | ? | 16 | -1% | 0%
COc1cccc(C(=O)N=c2sc3c(C)ccc(OC)c3n2C)c1 | -5% | -2 | 4% | -1 | 10 | 5% | -1% | -13 | 34% | -2%
COC(=O)c1c(NC(=O)CN2C(=O)NC3(CCC(C(C)(C)C)CC3)C2=O)sc2c1CCCCC2 (stereo not given) | -4% | -1 | 0% | 11 | -2 | 9% | -12% | 4 | -2% | 13%
COC(=O)c1c(NC(=O)COC(=O)CNC(=O)c2ccco2)sc(C)c1C | -5% | 4 | -2% | -5 | 4 | 9% | -13% | -13 | -1% | -7%
CSc1ncccc1C(=O)N1CCCC(C(=O)c2ccc3ccccc3c2)C1 (stereo not given) | 2% | 0 | 2% | 1 | 7 | -2% | ? | -7 | -2% | 8%
Cc1ccccc1NC(=O)CCc1c(C)nn(-c2ccc(N3CCCCC3)nn2)c1C | -4% | 0 | 6% | 5 | -3 | 1% | 10% | 5 | 5% | 38%
O=C(C[n+]1ccccc1)Nc1c(Cl)cc(Cl)cc1Cl | 17% | -23 | 0% | 12 | -5 | -3% | ? | 40 | 2% | -31%
CC1CCCC(NC(=O)CN2C(=O)NC(C)(c3cc(F)ccc3F)C2=O)C1C (stereo not given) | 8% | nt | nt | -8 | nt | nt | nt | -3 | 2% | 3%
COc1ccc(OC)c(-n2c(SCC(=O)NCc3ccco3)nnc2-c2c[nH]c3ccccc23)c1 | 3% | 0 | 3% | -5 | nt | 5% | 3% | -6 | -1% | -10%
CCCOc1ccc(C(=O)NCC(c2ccco2)N(C)C)cc1 (stereo not given) | -9% | 1 | 0% | 1 | -3 | 18% | -2% | 4 | 3% | -14%
Cc1ccc(S(=O)(=O)N[C@@H](CC(C)C)C(=O)N2CCC(C(=O)N[C@@H](Cc3ccccc3)C(=O)O)CC2)cc1 | 6% | 1 | nt | 13 | 5 | -12% | -4% | 12 | 3% | 7%

Bioassay records deposited in PubChem by National Center for Advancing Translational Sciences (NCATS).
